Assay outcomes deposited in PubChem BioAssay by several laboratories.
HPDE-C7 cytotoxicity – cytotoxicity in HPDE-C7 cells, cell-based, fluorescence, HTS (AID 430); HPDE-C7 pancreatic duct cells viability, fluorescence; higher % means a stronger effect; cytotoxicity, % at 10 µM, or EC50 in µM where a hit was titrated; hit rate 1.8% among 63,000;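 also: cells exposed to compound for 48 hours before viability readout; 0% = vehicle and 100% = reference cytotoxic drug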
PMK inhibit – blocks S. pneumoniae phosphomevalonate kinase. purified PMK, PK/LDH-coupled NADH absorbance 340 nm. inhibition, % at 10 µM. hit rate 0.49% among 65,000;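 active = top-ranked compounds by inhibition in the single 10 µM screen, taking a fixed number of the strongest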;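 also: 0% = full reaction with DMSO carrier and 100% = background rate without enzyme reaction; no value below 0 was filed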
TNAP inhibition – human TNAP enzyme inhibitors, biochemical, luminescent (AID 518); purified TNAP enzyme, luminescent substrate readout; higher % means a stronger effect; inhibition, % at 20 µM; hits with a dose series show IC50 in µM; hit rate 0.09% among 64,000; in the data active = a potency from the dose series; inactive = the rest, 99 in 100 with inhibition below about 22%;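 also: plate controls were vehicle for no effect and reference inhibitor for full effect; many of its hits are not listed in these tables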
KRASV12 cytotoxicity – cytotoxicity in KRAS-transformed pancreatic duct cells, primary screen, cell-based, fluorescence, HTS (AID 431) | HPDE-C7K KRASV12 cells, Alamar Blue viability, 48 h; higher % means a stronger effect | one-dose cytotoxicity, % at 10 µM; EC50 in µM for titrated hits | hit rate 1.7% among 63,000;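 active = compounds whose percent cytotoxicity in the single-dose primary screen, scaled between solvent and toxic-drug controls, exceeds 50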;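 also: 0% = DMSO solvent wells and 100% = doxorubicin-treated wells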
DPM-DC inhibit – inhibitors of Streptococcus pneumoniae diphosphomevalonate decarboxylase. calls only at 10 µM. AID 556. hit rate 0.49% among 65,000. purified DPM-DC, PK/LDH coupled NADH fluorescence;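 active = the 320 compounds with the highest percent inhibition in the single-dose primary screen, excluding strongly autofluorescent ones, cut at about 32% in these data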;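 also: kinetic rate of NADH fluorescence loss reporting ADP formed by the decarboxylase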
Bfl-1 displacement – Bfl-1 inhibitors, primary screen, biochemical, fluorescence polarization, FITC-Bid, mouse (AID 432). FITC-Bid BH3 peptide fluorescence polarization displacement; higher % means a stronger effect. displacement, % at 20 µM, or IC50 in µM where a hit was titrated. hit rate 0.02% among 64,000; in the data active = a potency from the dose series; inactive = the rest, 99 in 100 with displacement below about 15%; also: strong numbers were not always called active
LYP inhibition – inhibition of human PTPN22 tyrosine phosphatase – biochemical, DiFMUP fluorescence, recombinant catalytic domain, 10 µM, primary screen (AID 606). recombinant LYP catalytic domain, DiFMUP fluorescence; higher % means a stronger effect. inhibition, % at 10 µM; hits with a dose series show IC50 in µM. 52,000 tested, under 10 active;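 active = IC50 under 40 µM in the dose-response test; inactive = IC50 of 40 µM or more, or never dose-tested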
HT1080 cytotoxicity – HT1080 cell viability loss – fluorescence readout (AID 620) | HT1080 viability, fluorescence; higher % means a stronger effect | cytotoxicity, % at 10 µM; hits with a dose series show EC50 in µM | hit rate 0.42% among 87,000;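 also: cells exposed to compound overnight then 4 h with Alamar Blue; 0% = vehicle DMSO and 100% = killing control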
Spn MK inh – S. pneumoniae mevalonate kinase inhibition; purified MK, PK/LDH-coupled NADH absorbance 340 nm; inhibition, % at 10 µM; hit rate 0.48% among 65,000;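 active = ranked among the strongest by inhibition in the single 10 µM screen, a fixed top-ranked set picked for dose follow-up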; also: no value below 0 was filed
PMK inhibit pilot replicates – also measured in PMK inhibit; calls as there; inhibition, %; measured here: pilot screen replicates
Spn MK inh pilot replicates – further read-out of Spn MK inh, marked with its call; inhibition, %; measured here: pilot screen replicates
DPM-DC inhibit pilot screen % – second read-out of DPM-DC inhibit, no call of its own (marks repeat the call); inhibition, %; measured here: pilot screen trials
* marks the source's active call; other numbers are inactive results; i = inactive; / = not tested or not shown. Rule as the data show it, unless noted: active = cytotoxicity above about 50%; inactive = the rest.

SMILES	HPDE-C7 cytotoxicity	PMK inhibit	TNAP inhibition	KRASV12 cytotoxicity	DPM-DC inhibit	Bfl-1 displacement	LYP inhibition	HT1080 cytotoxicity	Spn MK inh	others
COc1ccccc1C(=O)NC(CCSC)C(=O)OCC(=O)NC(=O)NCc1ccco1 (stereo not drawn)	0.7%	14.0	6.6%	0.7%	i	-14.9%	1.7%	-10.3%	0.0
CCOC(=O)CC1=C(C(=O)OCC)C(c2ccncc2)C(C#N)=C(N)O1 (stereo not drawn)	11.0%	0.0	4.9%	4.4%	i	-0.8%	/	-7.9%	12.0
Cc1ccc(-c2nsc3c(N4CCN(C(=O)c5ccco5)CC4)ncnc23)cc1	-21.7%	12.0	8.9%	-32.7%	i	-2.5%	/	0.4%	4.0
CC(C)Oc1ccc(-c2nn(-c3ccccc3)cc2/C=c2\sc3ncnn3c2=O)cc1	-1.4%	8.0	11.7%	-6.6%	/	0.0%	11.3%	17.3%	7.0	PMK inhibit pilot replicates=0.0;Spn MK inh pilot replicates=6.0
C=CCOc1c(CNc2nccs2)cccc1OCC	7.2%	9.0	8.2%	5.6%	i	4.8%	0.5%	2.0%	16.0
COc1ccc(S(=O)(=O)N(C)c2ccc(OCC(=O)Nc3cc(C)on3)cc2)cc1	-2.9%	0.0	8.4%	-0.2%	i	1.3%	/	-1.5%	1.0
COc1ccc(-n2c(SCC(=O)OC(C)C)nnc2-c2ccccn2)cc1	-16.1%	8.0	7.9%	-3.9%	i	-2.1%	-4.5%	-12.9%	8.0
COC(=O)c1ccc(N2C(=O)c3ccc(OC)c(OC)c3C2=O)cc1	-5.4%	2.0	1.1%	4.2%	i	-0.4%	-6.6%	22.8%	6.0
Nc1nonc1C(=O)OCC(=O)N1CCOCC1	-10.0%	18.0	5.8%	-11.4%	i	-9.8%	12.6%	-9.3%	0.0
Cn1c(=O)c2c(nc(N3CCN(c4ccccc4)CC3)n2CCCc2ccccc2)n(C)c1=O	27.7%	12.0	7.8%	22.1%	i	-3.5%	1.7%	-9.1%	7.0	PMK inhibit pilot replicates=3.5;Spn MK inh pilot replicates=2.0;DPM-DC inhibit pilot screen %=0.0
O=S(=O)(Nc1ccc2nc(-c3ccc(Br)o3)[nH]c2c1)c1ccccc1	31.3%	0.0	1.9%	36.0%	i	5.6%	0.6%	28.4%	0.0
Cc1ccc(Cn2nnc3c(=O)n(CC(=O)NCc4ccc5c(c4)OCO5)cnc32)cc1	/	14.0	/	/	i	/	17.4%	-7.6%	8.0
CC(=O)N(C)c1ccc(OCC(O)CN(Cc2ccco2)S(=O)(=O)c2ccc(C)cc2)cc1 (stereo not drawn)	2.4%	9.0	9.6%	9.7%	i	1.8%	12.6%	2.7%	8.0
O=C(CN1C2=NCCCN2c2ccccc21)c1ccc2c(c1)OCO2	10.9%	9.0	12.1%	18.9%	i	1.9%	/	9.3%	11.0
COc1cccc(-n2ccnc2SCC(=O)Nc2nccs2)c1	2.5%	10.0	3.7%	-7.9%	i	-6.6%	16.3%	0.6%	0.0
CCOC(=O)CSc1nnc(Cn2c(=O)sc3ccccc32)n1-c1ccccc1C	5.7%	0.0	2.4%	5.1%	i	4.4%	-0.4%	0.2%	5.0
CC(NC(=O)CCC(=O)NC(C)C1COc2ccccc2O1)C1COc2ccccc2O1 (stereo not drawn)	-1.3%	8.0	10.1%	0.8%	i	-2.4%	7.2%	-9.1%	0.0
CCOC(=O)C1CCCN(C(=O)CCCn2nc(C)n3c(cc4sccc43)c2=O)C1 (stereo not drawn)	-9.4%	2.0	-0.9%	-9.1%	i	-1.1%	-14.8%	4.7%	10.0
COC(=O)C1=C(N)Oc2cc(C)n(CCN3CCOCC3)c(=O)c2C1c1cccnc1 (stereo not drawn)	-21.8%	0.0	7.6%	-9.7%	i	-1.0%	11.9%	-0.3%	12.0
CC(C)OC(=O)c1c2nc3ccccc3nc2n2c1[nH]c(=O)c1ccccc12	31.1%	5.0	-5.8%	35.2%	/	7.2%	9.6%	-2.3%	1.0
Cc1cc(NC(=O)CCC(=O)N(c2ccc(F)cc2)C2(C(=O)NC3CCCCC3)CCCC2)no1	-6.6%	1.0	6.1%	-7.0%	i	-1.8%	8.0%	-11.8%	1.0
N=c1n(CCO)c2ccccc2n1CCOc1ccc(Cl)cc1Cl	34.4%	2.0	-2.6%	24.7%	i	-4.6%	8.9%	10.2%	3.0
COC(=O)c1cc(/C=C/c2ccccc2)on1	-0.7%	12.0	6.3%	-0.2%	i	-5.6%	/	-0.5%	5.0
COC(=O)C1=C(C)N(CC2CCCO2)C(=O)C1 (stereo not drawn)	6.0%	0.0	2.8%	8.7%	i	-5.2%	8.3%	-6.3%	0.0
O=c1n(-c2ccccc2)c(=O)n2n1CCC2	-9.2%	4.0	4.3%	-1.6%	i	-0.8%	1.1%	0.1%	3.0
Continued.
SMILES	HPDE-C7 cytotoxicity	PMK inhibit	TNAP inhibition	KRASV12 cytotoxicity	DPM-DC inhibit	Bfl-1 displacement	LYP inhibition	HT1080 cytotoxicity	Spn MK inh	others
O=C(O)CCC(=O)c1ccc2c(c1)OCCO2	0.0%	5.0	16.2%	1.9%	i	-4.7%	-1.2%	-4.4%	5.0
COCCCNC(=O)c1ccc(N2CCCC2)c(NS(=O)(=O)c2ccc(C)cc2)c1	-13.4%	25.0*	8.3%	-8.0%	i	-1.7%	/	/	8.0
CC(=O)Nc1sc2c(c1C(=O)N1CCOCC1)CCCCC2	2.2%	0.0	1.7%	7.1%	i	4.9%	8.4%	-3.3%	0.0
COc1ccc(OC)c(CCNC(=O)CC2Oc3ccc(C)cc3NC2=O)c1 (stereo not drawn)	5.8%	0.0	1.0%	-4.7%	i	-5.6%	5.7%	-0.1%	11.0
CCOc1ccccc1N(CC(=O)OC)S(=O)(=O)c1ccccc1	-5.6%	0.0	5.3%	-20.1%	i	-6.8%	2.0%	8.0%	0.0
COc1ccccc1NC(=O)c1ccc(Cl)c(S(=O)(=O)N2CCOCC2)c1	-10.1%	0.0	1.3%	-3.3%	i	-2.3%	10.2%	3.2%	0.0
O=C(NC1CCCCC1)c1cc2nc3c(c(C(F)(F)F)n2n1)CCCC3	-3.9%	0.0	2.6%	-0.3%	i	-2.5%	4.3%	-3.8%	5.0
O=C(C1CCC(CNc2c(N3CCCCC3)c(=O)c2=O)CC1)N1CCN(c2ccccn2)CC1 (stereo not drawn)	-4.1%	10.0	2.1%	4.2%	i	-4.2%	9.3%	0.2%	6.0
O=C(NCc1ccccn1)c1n[nH]c2ccccc12	4.5%	21.0	11.2%	-9.9%	i	0.8%	-3.4%	-1.2%	5.0
O=C(O)CC(C(=O)O)n1nc(-c2ccccc2)cc1-c1ccccc1 (stereo not drawn)	-0.8%	0.0	12.1%	-3.5%	i	3.3%	/	-2.7%	8.0
COc1ccc(NC(=O)Cn2c(C)cc(=O)c3cccc(OC)c32)cc1	-4.4%	9.0	5.8%	-16.7%	i	1.7%	5.3%	6.8%	13.0
CCC(C)NCC(O)COCc1ccc(Cl)cc1 (stereo not drawn)	9.9%	19.0	19.6%	20.7%	i	-0.5%	3.0%	-20.6%	5.0	PMK inhibit pilot replicates=3.0;Spn MK inh pilot replicates=1.5;DPM-DC inhibit pilot screen %=0.0
CC1CCN(C(=O)Cn2cc(C(=O)c3ccco3)c3ccccc32)CC1	2.3%	7.0	8.2%	-3.3%	i	-0.8%	/	-5.3%	6.0
O=C(CC1SCCNC1=O)Nc1cccc(Cl)c1 (stereo not drawn)	-0.7%	5.0	3.4%	6.6%	i	1.3%	14.0%	1.4%	10.0
Cc1cc(C)nc(NC2=NCC(=O)N2c2cccc(Cl)c2)n1	-6.9%	0.0	16.3%	-4.6%	i	-10.5%	/	-4.7%	5.0
Cc1ccc(CCNC(=O)C2CCCN(S(=O)(=O)c3c(C)nn(C)c3C)C2)cc1 (stereo not drawn)	5.6%	1.0	8.7%	5.1%	i	11.2%	10.9%	-2.5%	7.0
COc1cc(C2C(C#N)=C(N)Oc3cc(N)ccc32)cc(OC)c1OC (stereo not drawn)	58.5%*	9.0	6.3%	54.9%*	i	-9.5%	10.4%	/	1.0	PMK inhibit pilot replicates=0.0;Spn MK inh pilot replicates=0.0;DPM-DC inhibit pilot screen %=0.0
O=C(CN1C(=O)C2(OCCCO2)c2ccccc21)NCc1ccccc1	-4.5%	18.0	4.8%	-4.1%	i	-5.8%	8.2%	2.1%	1.0
COc1ccc(CCNC(=O)CSCc2n[nH]c(=O)[nH]2)cc1OC	2.0%	12.0	4.6%	-9.4%	i	-3.5%	15.7%	-2.2%	11.0	PMK inhibit pilot replicates=1.5;Spn MK inh pilot replicates=0.5;DPM-DC inhibit pilot screen %=0.0

Among those listed so far, ten contain an aryl methoxy group:
SMILES	HPDE-C7 cytotoxicity	PMK inhibit	TNAP inhibition	KRASV12 cytotoxicity	DPM-DC inhibit	Bfl-1 displacement	LYP inhibition	HT1080 cytotoxicity	Spn MK inh	others
COc1ccccc1C(=O)NC(CCSC)C(=O)OCC(=O)NC(=O)NCc1ccco1 (stereo not drawn)	0.7%	14.0	6.6%	0.7%	i	-14.9%	1.7%	-10.3%	0.0
COc1ccc(S(=O)(=O)N(C)c2ccc(OCC(=O)Nc3cc(C)on3)cc2)cc1	-2.9%	0.0	8.4%	-0.2%	i	1.3%	/	-1.5%	1.0
COc1ccc(-n2c(SCC(=O)OC(C)C)nnc2-c2ccccn2)cc1	-16.1%	8.0	7.9%	-3.9%	i	-2.1%	-4.5%	-12.9%	8.0
COC(=O)c1ccc(N2C(=O)c3ccc(OC)c(OC)c3C2=O)cc1	-5.4%	2.0	1.1%	4.2%	i	-0.4%	-6.6%	22.8%	6.0
COc1cccc(-n2ccnc2SCC(=O)Nc2nccs2)c1	2.5%	10.0	3.7%	-7.9%	i	-6.6%	16.3%	0.6%	0.0
COc1ccc(OC)c(CCNC(=O)CC2Oc3ccc(C)cc3NC2=O)c1 (stereo not drawn)	5.8%	0.0	1.0%	-4.7%	i	-5.6%	5.7%	-0.1%	11.0
COc1ccccc1NC(=O)c1ccc(Cl)c(S(=O)(=O)N2CCOCC2)c1	-10.1%	0.0	1.3%	-3.3%	i	-2.3%	10.2%	3.2%	0.0
COc1ccc(NC(=O)Cn2c(C)cc(=O)c3cccc(OC)c32)cc1	-4.4%	9.0	5.8%	-16.7%	i	1.7%	5.3%	6.8%	13.0
COc1cc(C2C(C#N)=C(N)Oc3cc(N)ccc32)cc(OC)c1OC (stereo not drawn)	58.5%*	9.0	6.3%	54.9%*	i	-9.5%	10.4%	/	1.0	PMK inhibit pilot replicates=0.0;Spn MK inh pilot replicates=0.0;DPM-DC inhibit pilot screen %=0.0
COc1ccc(CCNC(=O)CSCc2n[nH]c(=O)[nH]2)cc1OC	2.0%	12.0	4.6%	-9.4%	i	-3.5%	15.7%	-2.2%	11.0	PMK inhibit pilot replicates=1.5;Spn MK inh pilot replicates=0.5;DPM-DC inhibit pilot screen %=0.0
